High-throughput results deposited in PubChem BioAssay by Icahn School of Medicine at Mount Sinai.
RBX1-CUL1 inh: human ROC1-CUL1 E3 ligase inhibition; inhibition, % at 10 µM; hit rate 0.6% among 140,000; in vitro K48 di-Ub FRET, acceptor:donor ratio, 45 min; P62877+Q13616; in the data active = inhibition above about 25%
Target sequence (P62877 whole entry, looked up): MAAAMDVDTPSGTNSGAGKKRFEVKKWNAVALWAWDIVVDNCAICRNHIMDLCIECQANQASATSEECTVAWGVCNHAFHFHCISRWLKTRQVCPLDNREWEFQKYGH
Target sequence (Q13616 whole entry, looked up): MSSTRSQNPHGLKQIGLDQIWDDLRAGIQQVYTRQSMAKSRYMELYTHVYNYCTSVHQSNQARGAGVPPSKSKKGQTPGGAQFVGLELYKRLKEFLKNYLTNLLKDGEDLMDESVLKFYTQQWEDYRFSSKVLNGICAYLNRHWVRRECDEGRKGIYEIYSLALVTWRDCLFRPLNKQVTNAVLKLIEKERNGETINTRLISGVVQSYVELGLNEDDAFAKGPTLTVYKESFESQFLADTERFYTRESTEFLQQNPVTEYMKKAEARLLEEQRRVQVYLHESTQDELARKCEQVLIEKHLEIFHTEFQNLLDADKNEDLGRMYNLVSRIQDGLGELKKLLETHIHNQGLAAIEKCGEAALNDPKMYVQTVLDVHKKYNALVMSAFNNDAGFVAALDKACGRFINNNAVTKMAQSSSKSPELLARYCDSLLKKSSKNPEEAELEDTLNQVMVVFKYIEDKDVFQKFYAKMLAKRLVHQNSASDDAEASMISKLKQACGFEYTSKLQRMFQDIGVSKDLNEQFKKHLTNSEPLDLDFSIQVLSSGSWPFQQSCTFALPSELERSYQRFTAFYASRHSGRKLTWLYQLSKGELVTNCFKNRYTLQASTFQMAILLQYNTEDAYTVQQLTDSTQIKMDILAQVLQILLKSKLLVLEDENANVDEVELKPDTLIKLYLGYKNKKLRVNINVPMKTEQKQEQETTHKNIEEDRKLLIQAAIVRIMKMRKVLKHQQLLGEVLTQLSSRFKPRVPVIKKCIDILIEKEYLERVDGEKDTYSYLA
An asterisk follows results filed as active; & = joins results of further samples.

SMILES	RBX1-CUL1 inh
CN(C)c1ccc(/C=C2\CCCC3C2=NN(C(=O)c2ccco2)C3c2ccc(N(C)C)cc2)cc1 (stereo not drawn)	-1
CC12CCC(C(=O)Oc3ccc(-c4ccc(C#N)cc4)cc3)(C(=O)C1=O)C2(C)C (stereo not drawn)	-7
CC(=O)c1sc2ccccc2c1OC(=O)c1ccccc1Br	8
CC(=O)N1CCC(N2CCCC(C(=O)c3cccc(OC(C)C)c3)C2)CC1 (stereo not drawn)	6
O=C1c2cccnc2Oc2ccc(Cl)cc2N1Cc1ccc(F)cc1	12
CC1=Nc2nc(SCc3ccccc3)nn2C(c2cccs2)C1C(=O)Nc1ccccc1C (stereo not drawn)	2
Cc1c(CN(C)C(=O)c2cc3nc(-c4cccs4)cc(C(F)(F)F)n3n2)cnn1C	-5
CC(C)Oc1ccc(CN2CCCC(CCC(=O)N(C)C3CCN(C)CC3)C2)cc1CO (stereo not drawn)	0
Cc1ccc(-c2cc(C(=O)Nc3sc(C)c(-c4ccccc4)c3C#N)c3ccccc3n2)o1	5
CC1=CC(C)C2(CO)COC(c3ccc4c(c3)OCO4)C1C2C (stereo not drawn)	-1
O=C(Cn1cc([N+](=O)[O-])cn1)Nc1cc(Oc2ccc(Cl)cc2Cl)cc([N+](=O)[O-])c1	-1
S=C1NCCc2ccccc2C1c1ccccc1Cl (stereo not drawn)	6
CCCCOC(=O)c1ccc(Nc2nc3ccccc3c3nnc(C)n23)cc1	-2
CC(=O)Nc1ccc2nc(-c3cccn3C)[nH]c2c1	-1
CC1CCc2c(sc(NC(=O)/C=C/C(=O)O)c2C(N)=O)C1 (stereo not drawn)	8

Other entries
SMILES	RBX1-CUL1 inh
CC(C)COc1ccc(C(=O)Nc2nnc(S(=O)(=O)N(C)Cc3ccco3)s2)cc1	-2
CN(CCc1cnn(C)c1)Cc1nc(-c2cccs2)no1	8
COCc1cc(C)nc2sc(C(=O)Nc3ccccc3O)c(N)c12	8
Cc1cc(C)c(C)c(C(=O)c2c(C)c(C)cc(C)c2C)c1C	-3
CSc1nnc(-c2ccccc2N=CC2C(=O)N(c3ccc4ccccc4c3)N=C2C)c(=O)[nH]1 (stereo not drawn)	11
Cc1cccc(C(=O)n2c(=S)nc3ccc(Cl)cn32)c1	11
Cc1snc2c1C(c1cccc(O)c1)C(C#N)C(=N)O2 (stereo not drawn)	-3
CCCCn1c(=O)c2oc3ccccc3c2n(CC(=O)Nc2ccc(CC)cc2)c1=O	-1
CCCNC(=O)CCn1nc(-c2ccc(C)cc2)c2ccccc2c1=O	8
CCOC(=O)c1c(-c2ccccc2)nnn1-c1nc(OCC)nc(N2CCCCC2)n1	-6
Cc1cccn2c(=O)c3cc(C(=O)NCC4COc5ccccc5O4)n(C)c3nc12 (stereo not drawn)	-3
COc1ccc(C)cc1NC(=O)CN1C(=O)CSc2ccc(S(=O)(=O)N3CCCC3)cc21	-5
CCOc1ccc(OCC)c(NC(=O)c2cc(-c3cccs3)nc3ccccc23)c1	4
CN(C(=O)C1CCCC1)C1CCCN(CCCc2ccccc2)C1 (stereo not drawn)	1
O=C(NCCCNC(=O)c1ccccc1)c1ccccc1	4

Among those listed so far, these have a thiophene ring, fused or not.
SMILES	RBX1-CUL1 inh
CC(=O)c1sc2ccccc2c1OC(=O)c1ccccc1Br	8
CC1=Nc2nc(SCc3ccccc3)nn2C(c2cccs2)C1C(=O)Nc1ccccc1C (stereo not drawn)	2
Cc1c(CN(C)C(=O)c2cc3nc(-c4cccs4)cc(C(F)(F)F)n3n2)cnn1C	-5
Cc1ccc(-c2cc(C(=O)Nc3sc(C)c(-c4ccccc4)c3C#N)c3ccccc3n2)o1	5
CC1CCc2c(sc(NC(=O)/C=C/C(=O)O)c2C(N)=O)C1 (stereo not drawn)	8
CN(CCc1cnn(C)c1)Cc1nc(-c2cccs2)no1	8
COCc1cc(C)nc2sc(C(=O)Nc3ccccc3O)c(N)c12	8
CCOc1ccc(OCC)c(NC(=O)c2cc(-c3cccs3)nc3ccccc23)c1	4

Next compounds
SMILES	RBX1-CUL1 inh
C/C(=N\N1CCN(Cc2cccc3ccccc23)CC1)c1cccs1	-5
COc1cccc(OCC(O)CN2CCN(c3ccccc3F)CC2)c1 (stereo not drawn)	4
COc1cccc(CNC(=O)C(C)n2c(=O)cc(-c3ccccc3)c3c(C)nn(C)c32)c1 (stereo not drawn)	0
Cc1nc(C2CCCN(C(=O)c3cc(-c4cccn4C)n[nH]3)C2)cc(=O)[nH]1 (stereo not drawn)	-3
Cc1[nH]nc2c1C(c1cccc(Oc3ccccc3)c1)C(C#N)C(=N)O2 (stereo not drawn)	-1
Cc1cccc(NC(=O)Cn2nnc(C(=O)Nc3ccccc3Br)c2N)c1C	8
Cc1ccc(CNC(=O)C2CCN(C(=O)c3ccccc3F)CC2)cc1	-5
COCCn1cc(C(=O)NCC2(c3ccccc3)CCCC2)c(=O)c(C(=O)N(C)C2CCCCC2)c1	-2
COc1ccc(C(=O)CSc2nc(-c3ccccc3)c(-c3ccccc3)[nH]2)cc1	4
CC12CCC(C(=O)Nc3ccc(Br)cn3)(C(=O)C1=O)C2(C)C (stereo not drawn)	4
Cc1cccc(OC/C=C/CN2CCOCC2)c1C	-1
CCOC(=O)/C=C1/c2ccccc2CSc2ccccc21	2
S=c1oc(-c2ccccc2)nn1CN1CCN(Cn2nc(-c3ccccc3)oc2=S)CC1	2
NS(=O)(=O)c1cnccc1N1CCCC1	0
CCN(CC)S(=O)(=O)c1ccc(NC(=O)c2c(C)oc3ncnc(N4CCOCC4)c23)cc1	-3

Looked up one by one from the list above (two):
SMILES	RBX1-CUL1 inh
Cc1[nH]nc2c1C(c1cccc(Oc3ccccc3)c1)C(C#N)C(=N)O2 (stereo not drawn)	-1
COc1cccc(CNC(=O)C(C)n2c(=O)cc(-c3ccccc3)c3c(C)nn(C)c32)c1 (stereo not drawn)	0

Remaining list, next part
SMILES	RBX1-CUL1 inh
Cc1cc(NC(=O)CN2CCOCC2)ccc1Cl	7
CC(=O)N1CCCc2cc(S(=O)(=O)N3CCC(C(=O)NCc4ccccc4Cl)CC3)ccc21	-5
O=C(CC1C(=O)NCCN1C1CCCC1)NCCc1ccco1 (stereo not drawn)	-1
CCN(CC)c1ccc(N=Cc2c(C)[nH]c3ccccc23)cc1	-13
CC(C)(C)NC(=O)Cn1nnc(-c2ccccc2)n1	1
Cc1c(C(=O)Nc2ccccc2)nnn1-c1ccc(C(C)C)cc1	-7
CCOC(=O)C(CC)Sc1ccc2nnc(CCNS(=O)(=O)c3ccc(C)cc3)n2n1 (stereo not drawn)	-7
N#CC1C(=NC(=O)Cc2ccccc2)c2ccccc2CC12CCCC2 (stereo not drawn)	4
c1ccc2oc(-c3cn[nH]c3)nc2c1	0
Cc1ccc(SCC(=O)Nc2ccc3oc(-c4cccc(C)c4)nc3c2)cc1	3
Cc1cc(C)c(NC(=O)Cn2c(=O)nc(-c3ccccc3)c3cc(Cl)ccc32)c(C)c1	3
O=C(COc1cccc(Br)c1)Nc1ncn[nH]1	0
Cc1ccc(S(=O)(=O)N2CCC(C(N)=O)(N3CCCCC3)CC2)c(C)c1	10
CCOc1ccc(NC(=O)CN2C(=O)C(c3ccc(Cl)cc3)=NC2(C)C)cc1	-1
Cc1cc(C)n(Cc2n[nH]c(=S)n2Cc2ccccc2)n1	-4

(next part)
SMILES	RBX1-CUL1 inh
COc1ccc(NC(=O)CN(c2ccc(C)cc2)S(=O)(=O)c2cccs2)cc1OC	-2
Cn1cc(C(=O)Nc2ccc(Oc3ccccc3)cc2)cn1	1
N#CC1C(=N)Oc2c(c(=O)[nH]c3ccccc23)C1c1ccncc1 (stereo not drawn)	6
O=C(Nc1cccc(N2CCC(NCCC(c3ccc(F)cc3)c3ccco3)CC2)c1)c1ccncc1 (stereo not drawn)	1
COC(=O)c1cc(=O)nc2sccn12	-3
CCc1ccccc1N1CCN(S(=O)(=O)CC23CCC(CC2=O)C3(C)C)CC1 (stereo not drawn)	-9
CCOc1cc(C2C3=C(CC(C)(C)CC3=O)N(CC(=O)O)C3=C2C(=O)CC(C)(C)C3)cc(Br)c1OCC	-3
O=C(c1cc(-c2ccc(Br)cc2)n[nH]1)N1CCN(S(=O)(=O)c2ccc(Cl)s2)CC1	7
COc1ccc(C(C(=O)NCc2ccccc2)N(C(=O)Cn2nnc3ccccc32)c2ccc(OC)cc2)cc1 (stereo not drawn)	1
Cc1ccc(/C=C2/SC(=Nc3ccccc3C)NC2=O)cc1	-3
COc1cc(C2C3=C(CCCC3=O)OC(=N)C2C#N)ccc1OCc1ccc(C)cc1 (stereo not drawn)	3
OCCN(CC#CCn1c2ccccc2c2ccccc21)CCO	8
COCCNC(=O)CCC1CCN(C(=O)C2=CCCC2)CC1	-3
O=C(Nc1ccc(F)cc1F)C1CCN(C(=O)c2cnn(-c3ccccc3)c2-n2cccc2)CC1	-8
CC(C)NC(=O)Nc1ccccc1SCc1c(Cl)cccc1Cl	-5

Remaining list, next part.
SMILES	RBX1-CUL1 inh
Cc1nn(C)c(C)c1S(=O)(=O)N(CC(=O)NCCc1ccc(Cl)cc1)c1ccc(C(C)C)cc1	-8
Cc1[nH][nH]c(=O)c1C(c1cccc(OC(=O)c2ccccc2F)c1)c1c(C)[nH][nH]c1=O	-6
O=C(CSc1nccn1Cc1ccccc1)NC1CCCC1	-11
COc1ccccc1N1CCN(C(=O)c2ccncc2)CC1	11
Nc1c(C(=O)Nc2ccc(Cl)c(C(F)(F)F)c2)sc2nc(-c3ccncc3)ccc12	-4&-11
Cc1cc(C)n(-c2cc(Oc3ccccc3)ncn2)n1	-7
CC(C)(C)OC(=O)NCCC(=O)Oc1cc(O)c2c(=O)cc(-c3ccccc3)oc2c1	-5
COc1ccc(C(=O)N2CCN(c3ccc(NC(=O)CC(C)C)cc3)CC2)cc1	5
CCSc1nc2n(n1)C(c1ccc(O)cc1)C1=C(CCCC1=O)N2 (stereo not drawn)	-1
CC1(C)OC(=O)C(C=Nc2ccc(S(=O)(=O)Nc3ncccn3)cc2)C(=O)O1	2
CC(C)N1CCN(C(=O)CC2(c3cccc(F)c3)CC(=O)N(Cc3cccnc3)C2=O)CC1 (stereo not drawn)	6
COc1ccc(NC(=O)c2c(NCc3sccc3C)sc3c2CCCC3)c(OC)c1	4
CCOc1ccc(NC(N)=Nc2nc(CSc3nnnn3-c3ccccc3)cc(=O)[nH]2)cc1	-6
Cc1cc(Br)c(NC(=O)CN2CCCC(C)C2)cc1C (stereo not drawn)	14
Cc1onc(-c2c(F)cccc2Cl)c1C(=O)Nc1ccc(F)cc1F	-5

(cont.)
SMILES	RBX1-CUL1 inh
CC(O)CNC(=O)C12CC3CC(CC(C3)C1)C2 (stereo not drawn)	-6
Cc1ccc(OC(=O)C2c3ccccc3Oc3ccccc32)cc1C	9
COc1c(O)c(/C=C/C(=O)N2CCOCC2)cc2ccoc12	5
CSc1cccc(NC(=O)c2ccc(Cl)cc2)c1	13
Cc1noc(C)c1C(=O)NCc1ccccc1Cl	-9
COc1ccccc1Nc1nc(-c2ccccc2)c(Oc2ccc(Cl)cc2)s1	2
CCCn1c2ccccc2c2nnc(SCC(=O)Nc3cccc(C(F)(F)F)c3)nc21	-4
N#Cc1ccc(OCc2nnc(SCC(=O)Nc3cccc(Cl)c3)o2)cc1	-7
CC(NC(=O)c1ccccc1Cl)c1cc2c(cc1Cl)OCCO2 (stereo not drawn)	5
Cc1nc2ccc(C(=O)N3CCN(c4ccccc4)CC3)cc2s1	-4
COc1ccccc1NC(=O)c1sc(Cl)nc1C	-11
CCCOc1cccc(N)c1[N+](=O)[O-]	9
CC(=O)c1sc(Nc2ccc(F)c(Cl)c2)nc1N	-1
Cc1onc(-c2c(F)cccc2Cl)c1C(=O)N1CCN(C)CC1	5
COc1ccc(CCN=C(N)Nc2nc(C)cc(C)n2)cc1	13

Continuation:
SMILES	RBX1-CUL1 inh
CCn1c(=O)c2cc(C(=O)N(CCN(C)C)Cc3ccccc3)sc2c2ccccc21	-8
COc1ccc(CNS(=O)(=O)c2ccc3c(c2)C(C)(C)C(=O)N3C)cc1OC	-7
COc1cc(/C=N/NC(=O)c2cc3ccccc3cc2O)c([N+](=O)[O-])cc1OC	5
CCCCCCC(=O)Nc1ccc(N=Cc2cccc(OC)c2)cc1	2
CCOCCCNC(=O)c1ccc2c(=O)n(CCc3ccccc3)c(=O)[nH]c2c1	-6
Cc1ccc(S(=O)(=O)Nc2ccc(-c3ccc(N4CCCCCC4)nn3)cc2)cc1C	2
COC(=O)C1C(C)=Nc2c(c(=O)n(C)c(=O)n2C)C1c1ccncc1 (stereo not drawn)	18
CSC1=NC(C)(C)C=C(C)N1c1ccc(C)cc1	-6
CC1=C(C)CC(C(=O)NC2CCCC2)C(C(=O)O)C1 (stereo not drawn)	-5
CCOc1cccc(-c2cc(C(=O)N/N=C/c3ccccc3[N+](=O)[O-])c3ccccc3n2)c1	-4
CCN(Cc1ccccc1)Cc1nc(-c2ccc(OC)c(C)c2OC)oc1C	2
CC(C)C(C(=O)OCC(=O)c1ccc(Cl)cc1)N1C(=O)C2C3c4ccccc4C(c4ccccc43)C2C1=O (stereo not drawn)	-2
Cc1ccc(NC(=O)C2CCN(C(=O)c3sc4nc[nH]c(=O)c4c3C)CC2)cc1F	-2
Cc1ccc(N2C(=O)/C(=C/c3ccc(N4CCOCC4)o3)C(=O)NC2=S)cc1Cl	8
CCOc1ccccc1NC(=O)/C(Cl)=C(/Cl)C(=O)O	-5

Next results follow:
SMILES	RBX1-CUL1 inh
Cc1ccc2c(c1)Cc1cc(C)ccc1OCO2	-4
CCOC(=O)c1c(NC(=O)CSc2ccc(Cl)cn2)sc2c1CCCC2	14
Cc1ccc(S(=O)(=O)N(CC(=O)Nc2ccc(Cl)cc2Cl)c2ccccc2C)cc1	-3
COc1cc2c(cc1NC(=O)COc1ccc(Cl)cc1Br)oc1ccccc12	-3
O=C(c1cc2cc3ccc(Cl)cc3nc2o1)N1CCN(c2cccc(Cl)c2)CC1	2
O=C(CCc1cn(Cc2ccccc2F)c2ccccc12)NCc1ccc(Cl)cc1	-10
O=C(COc1cccc2ccccc12)c1ccc(F)cc1	-4

Not all compounds are listed. The share of hits here may be higher or lower than overall.
